NALP1 inh: NALP1 inflammasome inhibitors in reconstituted yeast, colorimetric, S. cerevisiae, triplicate retest. 280,000 compounds, 0.61% hits. inhibition, % at 10 µM. S. cerevisiae NALP1/ASC/caspase-1 growth, X-gal OD620, 72 h. AID 2071, 2009; in the data active means inhibition mostly above about 24%, no sharp cut-off; inactive means mostly below about 32%; further: some compounds called inactive have numbers as strong as hits
GalR3 antagonist: GalR3 antagonists in HEK293 cells, primary screen, cell-based, fluorescence readout. AID 651719, 2012. 360,000 compounds, 0.44% hits. inhibition, % at 3 µM. HEK293 GalR3-CNG cAMP membrane potential fluorescence; galR3 body fused to GalR1 C-terminus. Galanin receptor type 3 (Homo sapiens), O60755;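 active means inhibition above the screen-wide average plus 3 SD, cut at about 13% in these data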;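 further: forskolin and galanin both at EC90 stimulate the cells; cAMP rise reported by CNG channel membrane potential dye signal; 0% = forskolin plus galanin with DMSO and 100% = forskolin alone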
Target sequence (O60755 1-299 limits assumed): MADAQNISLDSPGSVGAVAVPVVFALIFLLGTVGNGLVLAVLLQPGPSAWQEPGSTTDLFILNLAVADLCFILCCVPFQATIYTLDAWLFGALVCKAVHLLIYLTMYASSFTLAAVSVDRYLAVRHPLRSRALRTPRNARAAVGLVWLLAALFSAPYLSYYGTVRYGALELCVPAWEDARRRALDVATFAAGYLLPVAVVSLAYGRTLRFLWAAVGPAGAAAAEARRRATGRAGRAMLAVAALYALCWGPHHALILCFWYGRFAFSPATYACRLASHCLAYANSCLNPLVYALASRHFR
V1aR counter: agonists of human V1a receptor, primary screen, counter-screen for OXTR agonist project, fluorescence, CHO-V1R cells; Vasopressin V1a receptor (Homo sapiens), P37288; Fluo-8 calcium fluorescence, agonist mode; 0% DMSO, 100% 3 nM vasopressin; activation, % at 3 µM; 320,000 compounds, 0.25% hits; AID 2797, 2010;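 active means activation above the mean activation of all tested compounds plus 3 SD, per screening run, cut at about 20% in these data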;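 further: signal is peak over basal fluorescence ratio across a 100 second FLIPR read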
GPR7 antagonist: GPR7 receptor antagonists, primary screen, cell-based, fluorescence, single concentration; GPR7-expressing cells, fluorescence antagonist assay; inhibition, % at 4.4 µM; 290,000 compounds, 1.1% hits; in the data active means inhibition above about 16%, passing the limit was not always enough;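 further: cells stimulated with the agonist NPW; 0% = agonist with vehicle and 100% = vehicle without agonist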
PHOSPHO1 block: PubChem AID 1565 | recombinant PHOSPHO1, absorbance phosphatase assay | 290,000 compounds, 1.1% hits | Phosphoethanolamine/phosphocholine phosphatase (Homo sapiens), Q8TCT1 | inhibition, % at 13.3 µM; in the data active means inhibition above about 60%
Target sequence (Q8TCT1 whole entry, looked up): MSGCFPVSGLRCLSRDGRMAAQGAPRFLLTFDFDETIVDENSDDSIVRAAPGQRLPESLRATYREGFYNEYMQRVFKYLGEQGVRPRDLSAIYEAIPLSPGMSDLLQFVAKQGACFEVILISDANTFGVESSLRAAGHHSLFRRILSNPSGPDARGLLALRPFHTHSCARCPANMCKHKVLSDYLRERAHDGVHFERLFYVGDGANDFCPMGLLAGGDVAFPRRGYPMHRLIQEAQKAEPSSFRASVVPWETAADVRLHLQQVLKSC
MEKK2wt PB1 HTS: modulators of MEK5 binding to wildtype MEKK2, primary screen, biochemical, multiplex bead flow cytometry, Alexa488-MEK5. Alexa488-MEK5 binding to MEKK2 WT; actives lie on both sides. Mitogen-activated protein kinase kinase kinase 2 (Homo sapiens), Q9Y2U5. 290,000 compounds, 1.1% hits. binding response (% of control), % at 10 µM; in the data active means binding response below about 67% or above about 130%
MEKK3 PB1 HTS: modulators of MEKK3-MEK5 PB1 binding, primary screen, biochemical, wildtype MEKK3, multiplex bead flow cytometry, Alexa488-MEK5. bead-based flow cytometry, Alexa488-MEK5 binding to MEKK3; actives lie on both sides; 0 = blocked by unlabeled MEK5, 100 = vehicle. binding response (% of control), % at 10 µM. 290,000 compounds, 1.4% hits. AID 1529, 2009;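 active means binding response more than 3 SD above or below the average of its plate-row segment, actives on both sides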;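 further: Alexa488 bead fluorescence after subtracting the streptavidin-only scavenger bead signal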
OXTR agonist: human OXTR agonists, primary screen, fluorescence, CHO-OTR cells, Fluo-8 calcium. Fluo-8 calcium fluorescence; normalized: DMSO 0%, oxytocin 100%. activation, % at 3 µM. 320,000 compounds, 0.32% hits;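 active means activation above the mean of all tested compounds plus 3 SD, cutoff set per screening run, cut at about 20% in these data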;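 further: peak over basal fluorescence ratio from a 100 s FLIPR kinetic read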
Target sequence (P30559 whole entry, looked up): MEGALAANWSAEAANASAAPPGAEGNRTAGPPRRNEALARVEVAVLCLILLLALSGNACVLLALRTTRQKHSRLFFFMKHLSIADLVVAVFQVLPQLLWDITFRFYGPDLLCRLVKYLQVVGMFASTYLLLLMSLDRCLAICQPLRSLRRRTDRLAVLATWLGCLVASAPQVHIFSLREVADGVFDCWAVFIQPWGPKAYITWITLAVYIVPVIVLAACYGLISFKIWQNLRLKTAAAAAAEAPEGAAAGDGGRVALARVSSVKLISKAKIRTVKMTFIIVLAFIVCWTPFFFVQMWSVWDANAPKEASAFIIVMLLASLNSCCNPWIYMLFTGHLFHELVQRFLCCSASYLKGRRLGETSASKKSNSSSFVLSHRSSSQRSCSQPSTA
MEKK2 mut-MEK5: MEK5 binding signal on mutant MEKK2 PB1, primary screen, biochemical, multiplex bead flow cytometry, Alexa488-MEK5. Alexa488-MEK5 binding to MEKK2 mutant. percent response, % at 10 µM. 290,000 compounds, 0.35% hits. AID 1530, 2009; in the data active means percent response above about 24%, passing the limit was not always enough; further: inactives centre near 1; some results filed as inactive read as strong as hits; reference of the scale not given here
An asterisk follows results filed as active; . = not tested or not shown.

The first 3 entries (preview)
1: CSc1ccccc1C(=O)Nc1nc2ccccc2[nH]1
2: O=C(NCCCN1CCOCC1)c1ccc(CNS(=O)(=O)c2ccc(Br)cc2)cc1
3: CCCNC(=S)N1CCC(C(=O)c2ccc3c(c2)OCCO3)CC1
Screen / compound no.,1,2,3
V1aR counter,4.5,-1.2,3.4
GalR3 antagonist,-1,2,-5
MEKK2wt PB1 HTS,101,99,98
PHOSPHO1 block,-18,-7,11
GPR7 antagonist,1,12,4
MEKK2 mut-MEK5,-1,-2,-4
MEKK3 PB1 HTS,104,94,99
OXTR agonist,1.1,-0.6,5.4
NALP1 inh,-1,16,11

Main list (from the top)
1: CSc1ccccc1C(=O)Nc1nc2ccccc2[nH]1
2: O=C(NCCCN1CCOCC1)c1ccc(CNS(=O)(=O)c2ccc(Br)cc2)cc1
3: CCCNC(=S)N1CCC(C(=O)c2ccc3c(c2)OCCO3)CC1
4: CCOC(=O)N1CCN(C(=O)CCN2C(=O)COc3ccc(C)cc32)CC1
5: CC(C)OCCCNC(=O)CN1C(=O)COc2ccc(S(=O)(=O)N3CCCCCC3)cc21
6: CC1CC1C(=O)OCC(=O)Nc1cccc([N+](=O)[O-])c1 (configuration not stated)
7: CCCCN(CC)Cc1c(C)[nH]c2ccccc2c1=O
8: CN(C)c1ccc(NC(=O)CN2CCc3ccccc3C2)cc1
Screen / compound no.,1,2,3,4,5,6,7,8
V1aR counter,4.5,-1.2,3.4,0.6,0.0,0.2,1.1,-0.8
GalR3 antagonist,-1,2,-5,2,1,-6,-2,-4
MEKK2wt PB1 HTS,101,99,98,99,106,95,.,96
PHOSPHO1 block,-18,-7,11,0,33,9,-6,-22
GPR7 antagonist,1,12,4,14,3,-7,-9,-3
MEKK2 mut-MEK5,-1,-2,-4,-3,4,-5,.,-3
MEKK3 PB1 HTS,104,94,99,102,105,103,.,97
OXTR agonist,1.1,-0.6,5.4,0.2,-1.3,-1.4,0.2,0.3
NALP1 inh,-1,16,11,6,12,13,.,30

9: CN(C(=O)COC(=O)c1ccc(S(=O)(=O)N2CCCC2)cc1)c1ccccc1
10: CC(C)CN1CCC(C(=O)NCC2CCCO2)CC1 (configuration not stated)
11: CC1Cc2ccccc2N1C(=O)CSc1ncccc1C(=O)O (configuration not stated)
12: COc1ccc(OC)c(/C=N/n2c(COc3ccccc3)n[nH]c2=S)c1
13: CNC(=S)NNC(=O)c1sc2cc(C(F)(F)F)cnc2c1-c1ccccn1
14: OCCNCC(O)Cn1c2ccccc2c2ccccc21 (configuration not stated)
15: CCOC(=O)C(C)N1C(=O)S/C(=C/c2cc(C)n(-c3ccncc3)c2C)C1=O (configuration not stated)
16: CCOC(=O)C1=C(C)Nc2ccccc2N=C1NC(=O)Cc1ccc(Cl)c(Cl)c1
Screen / compound no.,9,10,11,12,13,14,15,16
V1aR counter,1.2,-0.3,-0.5,.,1.1,-0.3,3.4,-1.4
GalR3 antagonist,0,-5,5,9,-5,-3,-5,-4
MEKK2wt PB1 HTS,93,95,99,100,110,65,103,93
PHOSPHO1 block,32,3,14,-21,-90,57,-30,-16
GPR7 antagonist,-2,-8,-14,9,-13,17,0,-1
MEKK2 mut-MEK5,-3,3,1,-5,0,-14,-1,-5
MEKK3 PB1 HTS,97,82,97,99,125,52,98,98
OXTR agonist,0.6,0.5,-0.6,.,0.2,1.1,2.6,-2.0
NALP1 inh,13,32,15,-3,-4,-20,13,-10

4 compounds drawn at random from the list so far:
6: CC1CC1C(=O)OCC(=O)Nc1cccc([N+](=O)[O-])c1 (configuration not stated)
12: COc1ccc(OC)c(/C=N/n2c(COc3ccccc3)n[nH]c2=S)c1
11: CC1Cc2ccccc2N1C(=O)CSc1ncccc1C(=O)O (configuration not stated)
16: CCOC(=O)C1=C(C)Nc2ccccc2N=C1NC(=O)Cc1ccc(Cl)c(Cl)c1
Screen / compound no.,6,12,11,16
V1aR counter,0.2,.,-0.5,-1.4
GalR3 antagonist,-6,9,5,-4
MEKK2wt PB1 HTS,95,100,99,93
PHOSPHO1 block,9,-21,14,-16
GPR7 antagonist,-7,9,-14,-1
MEKK2 mut-MEK5,-5,-5,1,-5
MEKK3 PB1 HTS,103,99,97,98
OXTR agonist,-1.4,.,-0.6,-2.0
NALP1 inh,13,-3,15,-10

Continued:
17: CCN(c1ccccc1)S(=O)(=O)c1cccc(C(=O)OCc2nc3sc(C)c(C)c3c(=O)[nH]2)c1
18: Cc1ccc2nsnc2c1NC(=O)c1ccc([N+](=O)[O-])o1
19: O=C(CCn1c(=S)[nH]c2ccccc2c1=O)Nc1ccc(F)cc1
20: CCCCn1c(SCC(=O)N(C)C2CCS(=O)(=O)C2)nc2cc(S(N)(=O)=O)ccc21 (configuration not stated)
21: CC(=O)N1CCCc2cc(S(=O)(=O)N3CCc4ccccc4C3)ccc21
22: CCCN(CCC)CCNc1c(NC2CCN(C(=O)OCC)CC2)c(=O)c1=O
23: Cc1ccc(NS(=O)(=O)c2ccc3c(c2)NC(=O)C(C)C(=O)N3)c(Cl)c1 (configuration not stated)
24: Cc1cc(NC(=O)c2ccc3[nH]c(C)c(C)c3c2)ccn1
Screen / compound no.,17,18,19,20,21,22,23,24
V1aR counter,0.6,-0.6,0.9,0.8,3.6,0.0,0.8,.
GalR3 antagonist,0,.,0,-4,-10,0,.,-10
MEKK2wt PB1 HTS,95,100,101,103,92,107,107,113
PHOSPHO1 block,-1,-6,44,20,11,-5,-14,9
GPR7 antagonist,2,-7,2,-10,-9,-12,1,0
MEKK2 mut-MEK5,0,-3,3,-7,-4,9,6,15
MEKK3 PB1 HTS,100,101,103,104,95,102,102,107
OXTR agonist,-0.1,0.1,-1.2,1.0,1.7,-0.2,-0.2,.
NALP1 inh,28,14,14,.,48,-8,-9,2

25: CCOC(=O)C1(Cc2cccc(Cl)c2)CCCN(C(=O)c2cccc(C)n2)C1 (configuration not stated)
26: CC(C)(C)NC(=O)C(c1cccnc1)N(C(=O)c1ccc(Cl)nc1)C1CCCC1 (configuration not stated)
27: O=C(O)CC(C(=O)Nc1ccc(F)cc1)C1CCCO1 (configuration not stated)
28: COc1ccc(Cl)cc1NC(=O)CN1CCC(NC(=O)C2CC2)CC1
29: O=C(NNC1CC(=O)N(c2ccc(F)cc2)C1=O)c1cccnc1 (configuration not stated)
30: CC(=O)Nc1c(O)nc(SCc2ccc(Cl)cc2)[nH]c1=O
31: COc1ccc(C(=O)Nc2ccc(N3CCCC3)cc2)cc1Br
32: COCCCNC(=O)Cn1c(=O)n(Cc2ccc(F)cc2)c(=O)c2sccc21
Screen / compound no.,25,26,27,28,29,30,31,32
V1aR counter,-1.2,0.0,1.3,2.0,0.0,0.4,-1.1,0.6
GalR3 antagonist,-3,-5,12,-10,11,-10,-7,.
MEKK2wt PB1 HTS,93,91,92,101,122,95,113,101
PHOSPHO1 block,48,6,17,26,37,13,14,24
GPR7 antagonist,3,0,-9,8,-12,-8,-1,2
MEKK2 mut-MEK5,-10,-5,-6,-7,22,-2,10,0
MEKK3 PB1 HTS,98,101,85,101,116,94,107,102
OXTR agonist,-1.6,-0.5,0.7,0.6,1.0,-0.9,-1.4,0.8
NALP1 inh,-2,10,.,27,.,7,30,16

33: CC(C)(CCl)C(=O)Nc1ccc(Sc2ccc(F)cc2)cc1
34: Cc1cccc(OCCCC(=O)Nc2ccc3c(c2)OCO3)c1
35: Cc1ccc(S(=O)(=O)n2[nH]c(=O)cc2N)cc1
36: COc1ccc(CCNC(=O)C(=O)NCc2ccccn2)cc1
37: CC(O)(CS(=O)(=O)Cc1ccc(Cl)cc1)C(=O)Nc1cccc(C(F)(F)F)c1 (configuration not stated)
38: CC(C)(C)OC(=O)[C@H](Cc1ccccc1)NC(=O)c1nc[nH]c1C(=O)N1CCN(C(=O)OC(C)(C)C)CC1
39: Cn1c(=O)c2sccc2n2c(CCCC(=O)N3CCN(c4ccccn4)CC3)nnc12
40: CCn1cc[n+](C)c1P(c1ccccc1)c1ccccc1
Screen / compound no.,33,34,35,36,37,38,39,40
V1aR counter,4.5,3.6,-0.2,-0.8,1.6,-0.3,-0.9,3.2
GalR3 antagonist,-6,-8,-6,-3,.,-1,2,-3
MEKK2wt PB1 HTS,100,97,100,117,109,105,102,95
PHOSPHO1 block,28,11,9,50,36,-2,24,19
GPR7 antagonist,-10,15,-8,-5,-11,-4,-10,-11
MEKK2 mut-MEK5,-3,0,4,5,10,2,3,3
MEKK3 PB1 HTS,100,99,99,135*,106,103,102,107
OXTR agonist,1.4,3.2,-0.1,0.3,1.5,-2.2,-0.9,-0.1
NALP1 inh,22,3,-1,8,-1,8,22,.

41: C=CCn1c(SCC(=O)Nc2ccccc2)nnc1-c1cccc(S(=O)(=O)N2CCOCC2)c1
42: Cc1cc(C(=O)O)c(C)n1Cc1ccncc1
43: Cc1cc(C)nc(SCc2ccc(C(=O)N/N=C3\CCCC(=O)C3)cc2)n1
44: CC1CCCCC1NC(=O)C1CCN(C(=O)NC2CCCCC2)CC1 (configuration not stated)
45: CN(C)CCNC(=O)Cn1ccc2cc(S(=O)(=O)N3CCCCCC3)ccc21
46: CCN1C(=O)/C(=C2\C=Cc3cc(C)ccc3N2CC)OC1=S
47: CCn1cc(C(=O)NCc2cccc(F)c2)c(=O)c2cc(F)c(N3CCN(C(=O)c4ccco4)CC3)cc21
48: CC(C)(C)c1ccc(-c2nc(C=O)c3ccccn23)cc1
Screen / compound no.,41,42,43,44,45,46,47,48
V1aR counter,-0.1,-0.5,-0.1,-0.8,1.9,0.2,5.9,-1.2
GalR3 antagonist,0,-1,-7,-3,1,-4,-1,-5
MEKK2wt PB1 HTS,112,98,101,103,107,107,105,.
PHOSPHO1 block,11,6,12,-10,29,-16,24,5
GPR7 antagonist,-5,-11,-2,-4,1,-8,-15,-7
MEKK2 mut-MEK5,3,-2,0,3,9,2,8,.
MEKK3 PB1 HTS,104,100,100,110,101,103,105,.
OXTR agonist,-1.1,-0.1,-0.6,-0.4,1.1,-1.5,1.3,-1.5
NALP1 inh,-4,25,19,4,18,-6,14,-14

This is a random part of the collection. Share with any hit: about 5.4%.
